PGK inhibitor: qHTS Assay to Find Inhibitors of Phosphoglycerate Kinase. PGK/GAPDH coupled, Kinase-Glo luminescence, 60 min. Potency, µM (series often up to 57.5 µM), for the others: at the highest dose activity change, negative = inhibition, hits mostly inhibitors. 380,000 compounds, 0.043% hits. AID 602233, 2012; note: % is set by controls: 0 for no effect and ±100 for the full control effect; nearly all actives have a fitted effect of over 60% in size
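Recombinant glycosomal PGK reaction used 1,3-bisphosphoglycerate generated in-well by GAPDH (100nM final) in 100mM TEA pH 7.6, 5mM MgCl2, 0.01% Tween-20. After 60 minutes at room temperature, ATP was read by Kinase-Glo Plus luminescence end-point.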
BAZ2B inh: qHTS Assay for Inhibitors of BAZ2B; AlphaScreen BAZ2B-H3K14Ac peptide displacement; Potency, µM (highest dose often 114 µM), for inactives: top-dose activity change, negative = inhibition, most hits filed as inhibitors; 360,000 compounds, 4.4% hits; note: % is set by controls: 0 for no effect and ±100 for the full control effect; nearly all actives have a fitted effect of over 60% in size
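AlphaScreen displacement of biotin-H3(5-23)K14Ac peptide (50 nM final) from BAZ2B (50 nM final) in PBS pH 7.4, 0.01% Tween-20; complex preformed 30 min RT, then compounds (top 110 uM) 30 min RT, beads 20 min dark.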
GLS inh: qHTS for Inhibitors of Glutaminase (GLS). Glutaminase kidney isoform, mitochondrial (Homo sapiens), O94925. GLS enzymatic activity, qHTS titration. Potency, µM (series often up to 45.5 µM), without a hit: top-dose activity change, negative = inhibition, most hits filed as inhibitors. 410,000 compounds, 0.21% hits; note: % is set by controls: 0 for no effect and ±100 for the full control effect
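Enzyme dispensed in phosphate buffer (45 mM, pH 8.2, 0.02% Tween-20), compounds pinned in, then 1 mM L-glutamine solution and the glutamate oxidase–HRP–Amplex Red mix added; fluorescence read immediately and again after 30 min at room temperature.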
Pin1 inh: qHTS Assay to Find Inhibitors of Pin1; Peptidyl-prolyl cis-trans isomerase NIMA-interacting 1 (Homo sapiens), Q13526; Pin1 FP peptide displacement, HiFluor488, 10 min; Potency, µM (series often up to 115 µM), without a hit: top-dose activity, negative = inhibition, usual class: inhibitors; 390,000 compounds, 0.009% hits; AID 504891, 2011; active = well fitted inhibition curve with a large enough effect in the polarisation, with a control signal flat, not every such curve was filed as active; inconclusive = small, poorly fitted or top-dose-only effect, or effect the other way, or a change in a side signal; inactive = no such curve, though single readings can be large or run the other way; the % refers to the polarisation; note: % is set by controls: 0 for no effect and ±100 for the full control effect
BLM helicase inh: qHTS Assay for Inhibitors of Bloom's syndrome helicase (BLM) | recombinant BLM DNA unwinding, fluorescence dequenching | RecQ-like DNA helicase BLM (Homo sapiens), P54132 | 350,000 compounds, 0.2% hits | Potency, µM (doses to about 56.1 µM), inactives show at the highest dose activity change, negative = inhibition, actives largely listed as inhibitors;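 note: plate controls were vehicle for no effect and no enzyme for full effect; nearly all actives have a fitted effect of over 35% in size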
Target sequence (P54132 whole entry, looked up): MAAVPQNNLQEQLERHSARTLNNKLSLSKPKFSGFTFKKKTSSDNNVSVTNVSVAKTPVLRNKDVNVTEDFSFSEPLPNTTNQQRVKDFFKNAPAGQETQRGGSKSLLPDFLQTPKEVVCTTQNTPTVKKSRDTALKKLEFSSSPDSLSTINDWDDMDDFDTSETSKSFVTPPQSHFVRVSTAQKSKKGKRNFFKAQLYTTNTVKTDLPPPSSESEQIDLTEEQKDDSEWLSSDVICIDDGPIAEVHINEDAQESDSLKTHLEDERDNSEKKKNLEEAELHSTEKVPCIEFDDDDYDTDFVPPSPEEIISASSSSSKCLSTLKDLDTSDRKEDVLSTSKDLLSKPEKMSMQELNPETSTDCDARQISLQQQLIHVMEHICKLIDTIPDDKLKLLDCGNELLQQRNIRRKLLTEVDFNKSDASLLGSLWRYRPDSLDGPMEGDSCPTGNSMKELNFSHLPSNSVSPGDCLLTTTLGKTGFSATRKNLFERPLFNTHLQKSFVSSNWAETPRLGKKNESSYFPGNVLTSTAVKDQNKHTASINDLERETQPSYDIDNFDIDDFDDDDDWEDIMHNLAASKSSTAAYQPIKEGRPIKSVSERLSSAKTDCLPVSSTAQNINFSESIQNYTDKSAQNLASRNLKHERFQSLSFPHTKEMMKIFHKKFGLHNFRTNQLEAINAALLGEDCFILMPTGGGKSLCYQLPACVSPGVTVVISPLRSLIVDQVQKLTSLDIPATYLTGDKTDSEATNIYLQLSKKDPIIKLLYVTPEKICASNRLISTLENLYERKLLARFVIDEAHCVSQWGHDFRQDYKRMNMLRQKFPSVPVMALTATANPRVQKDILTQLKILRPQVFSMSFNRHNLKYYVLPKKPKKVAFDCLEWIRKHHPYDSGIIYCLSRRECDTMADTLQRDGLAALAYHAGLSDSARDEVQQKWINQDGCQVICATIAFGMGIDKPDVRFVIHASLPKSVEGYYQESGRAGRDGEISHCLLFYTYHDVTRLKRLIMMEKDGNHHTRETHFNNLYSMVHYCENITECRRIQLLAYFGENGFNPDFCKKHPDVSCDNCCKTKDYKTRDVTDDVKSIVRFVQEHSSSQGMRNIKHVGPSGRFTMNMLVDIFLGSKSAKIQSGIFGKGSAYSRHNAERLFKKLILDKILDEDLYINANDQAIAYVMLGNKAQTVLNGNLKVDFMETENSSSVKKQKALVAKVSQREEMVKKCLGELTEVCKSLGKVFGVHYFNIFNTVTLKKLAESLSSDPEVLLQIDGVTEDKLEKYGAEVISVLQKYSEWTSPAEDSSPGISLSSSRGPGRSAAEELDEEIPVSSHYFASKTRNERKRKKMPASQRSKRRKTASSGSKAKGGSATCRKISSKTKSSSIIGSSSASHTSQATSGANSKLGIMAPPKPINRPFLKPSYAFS
G9a block: qHTS Assay for Inhibitors of Histone Lysine Methyltransferase G9a; Potency, µM (top dose mostly 102 µM), for inactives: top-dose activity, negative = inhibition, hits mostly inhibitors; G9a H3K9 monomethylation, AlphaScreen, 2 h; 350,000 compounds, 8.8% hits; note: % is set by controls: 0 for no effect and ±100 for the full control effect; nearly all actives have a fitted effect of over 75% in size
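Methyltransferase reactions run at room temperature for 2 h (20 nM enzyme, 500 nM biotin-H3K9 peptide, 20 uM SAM) after a 15 min compound preincubation; product detected by AlphaScreen beads and anti-H3K9me1 antibody.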
HP1b binding inh: HTS for Inhibitors of HP1-beta Chromodomain Interactions with Methylated Histone Tails. Chromobox protein homolog 1 (Homo sapiens), P83916. AlphaScreen HP1-beta / biotin-H3K9me3 peptide binding. Potency, µM (top dose mostly 114 µM), for the others: top-dose activity change, negative = inhibition, most hits filed as inhibitors. 390,000 compounds, 0.56% hits; note: nearly all actives have a fitted effect of over 70% in size; inactives centre near 23
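AlphaScreen: HP1-beta (50 nM) preformed 30 min with biotin-H3(1-18)K9me3 peptide (50 nM) in PBS pH 7.4, 0.01% Tween-20. Compound added for 30 min at RT, then streptavidin donor/nickel chelate acceptor beads (10 ug/mL) for 30 min.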
JMJD2A Tudor inh: qHTS Assay for Inhibitors of JMJD2A-Tudor Domain; Lysine-specific demethylase 4A (Homo sapiens), O75164; AlphaScreen JMJD2A-Tudor / H3K4me3 peptide binding; Potency, µM (doses to about 114 µM), for inactives: at the top dose activity change, negative = inhibition, most hits filed as inhibitors; 390,000 compounds, 4.4% hits; note: % is set by controls: 0 for no effect and ±100 for the full control effect; nearly all actives have a fitted effect of over 50% in size
Pol iota inh: qHTS for Inhibitors of Polymerase Iota. Pol iota fluorescent replication assay, 10 min. Potency, µM (highest dose often 115 µM), without a hit: top-dose activity, negative = inhibition, hits mostly inhibitors. DNA polymerase iota (Homo sapiens), Q9UNA4. AID 588590, 2011. 390,000 compounds, 1% hits
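Pol iota at 10 nM preincubated 15 min with compounds at room temperature; reaction started with fluorescent substrate, 50 nM final. Fluorescence read kinetically at 0 and 10 min; buffer-only wells as negative control.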
An asterisk follows results filed as active; i = inactive; ? = inconclusive; nt = no result given; & = joins results of further samples; ! = not confirmed by another sample; [ ] = dose if it differs, or a comment. Unless noted, calls come from the whole dose curve; as a rule, active = well fitted curve in the direction sought with a large enough effect; inconclusive = small, poorly fitted or top-dose-only effect, or another doubt; inactive = no such curve, though single readings can be large; an effect the other way counts as inactive or inconclusive. Potency is the fitted concentration of half-maximal effect. Only part of the results is shown; rates above refer to the full screens.

SMILES	PGK inhibitor	BAZ2B inh	GLS inh	Pin1 inh	BLM helicase inh	G9a block	HP1b binding inh	JMJD2A Tudor inh	Pol iota inh
CCOC(=O)c1cnn(-c2ncnc3sc(CC)cc23)c1N	-5%	7%	4%	0%	1%	-10%	46%[activator]	-12%	4%
O=C(CC1COc2ccccc2O1)NCc1ccccc1 (stereo not given)	-8%	2%	6%	-1%	4%	15%[59 µM]	12%	-14%	26%
COc1ccc(Nc2cc(C)nc3ccccc23)cc1	0%	?	19%	-1%	-3%	2%[59 µM]	6%	-14%	15%
CCCCN(c1ccccc1)S(=O)(=O)c1ccc2c(c1)CCN2C(=O)CCC(=O)O	i	3%	18%	-6%	-4%	-3%[12.7 µM]	15%	-4%	2%
NC(=O)CSc1nnnn1CC(CC(=O)O)c1ccccc1 (stereo not given)	-2%	-3%	3%	?	-3%	4%[59 µM]	65%[activator]	?	12%
Cc1ccc(C)c(S(=O)(=O)N2CCCC2CNC(=O)C(=O)NCCc2ccco2)c1 (stereo not given)	-2%	-11%	1%	0%	nt	?	8%	-18%	33%[activator]
Cc1cc(C)c(NC(=O)CC(=O)c2ccccc2)c(Cl)c1	i	21%	-5%	11%	0%	25%	31%	2%	26%
CC(C)(CNS(=O)(=O)c1ccc(Cl)cc1)N1CCCCC1	-4%	-31%	-5%	3%	0%	-25%	26%	-10%	24%
CCCCCN(C(=O)CCC(=O)OC(C)C(=O)NC1CCCCC1)c1c(N)n(CCCC)c(=O)[nH]c1=O (stereo not given)	4%	11%	10%	-6%	nt	?	27%	-15%	19%
Cn1cc(C(=O)NC2CCCCCCC2)c(=O)c2cc(S(=O)(=O)N3CCCC3)ccc21	-1%	-4%	-5%	2%	1%	20%[12.7 µM]	24%	-9%	-11%
CCCSc1nnc(NC(=O)c2ccco2)s1	-1%	nt	-1%	0%	-2%	-38%	31%	-10%	4%
O=Cc1cn(CCC(=O)O)nc1-c1cccc2ccccc12	-8%	-21%	5%	-1%	-4%	1%	14%	-6%	11%
Cc1cc(-c2nc3ccccc3[nH]2)ccc1N	-11%	-3%	-4%	-4%	-5%	-3%	31%	-19%	30%[activator]
CCOC(=O)c1c(C)n(C)c2ccc(OC)c(NC(=O)CN3CCCCC3)c12	-1%	9%	1%	1%	1%	-11%[12.7 µM]	32%	-8%	40%[activator]
COc1cccc(NC(=O)C2CCN(S(=O)(=O)c3ccc4c(c3)NC(=O)C(C)S4)CC2)c1 (stereo not given)	i	-17%	-7%	29%	-5%	26%	28%	-21%	-2%
COc1ccc([N+](=O)[O-])cc1NC(=O)c1ccc(CN(c2ccccc2)S(C)(=O)=O)cc1	-10%	-5%	-3%	8%	7%	-3%[59 µM]	26%	-7%	13%
Cc1ccc(NC(=O)c2cccs2)cc1NC(=O)c1ccccc1Cl	nt	-24%	-1%	-7%	0%	-2%	56%[activator]	-1%	2%
CC(C)(C)C1CCc2c(sc3nc(-c4cc5cc(Br)ccc5oc4=O)[nH]c(=O)c23)C1 (stereo not given)	13%	-24%	-11%	21%	-2%	-7%[59 µM]	21%	3%	-25%
COc1cccc(NC(=O)CSc2ccc3nnc(-c4ccccn4)n3n2)c1	-1%	1%	-9%	-1%	-7%	-19%	46%[activator]	?	50%[activator]
CN(C)CCN=Cc1c(O)n(Cc2ccc3c(c2)OCO3)c(=O)c2ccccc12	-6%	?	2%	3%	-1%	50µM*	-28%	?	140%[activator]
O=c1cc(CSc2nc3ccccc3[nH]2)c2ccccc2[nH]1	-4%	9%	6%	5%	-19%	-20%[59 µM]	9%	-18%	24%
Cc1ccc(CNC(=O)Cn2ccc3cc(S(=O)(=O)N4CCCCCC4)ccc32)cc1	8%	-2%	3%	12%	0%	-12%	25%	-3%	-13%
COc1ccc(C(=O)OCC#CCSc2nnc(-c3cccc4ccccc34)o2)cc1	i	7%	-8%	36%[activator]	nt	-13%[12.7 µM]	66%[activator]	23%	-11%
COc1cccc(CN2c3ccc(Br)cc3C(=O)CS2(=O)=O)c1	-9%	-36%	20%	3%	nt	?	54%[activator]	-21%	79µM*!
CNC(=O)c1ccsc1NC(=O)CCS(=O)(=O)c1ccccc1	-11%	-8%	6%	-1%	-1%	-2%	15%	-12%	181%[activator]

(next part)
SMILES	PGK inhibitor	BAZ2B inh	GLS inh	Pin1 inh	BLM helicase inh	G9a block	HP1b binding inh	JMJD2A Tudor inh	Pol iota inh
CC(C)C[C@@H](CO)N1CCN(Cc2ccc(O)cc2)CCC1=O	i	0%	21%	-1%	-1%	-2%	46%[activator]	-6%	9%&5%
O=C1c2ccc(Oc3ccc([N+](=O)[O-])cc3)cc2C(=O)N1CCCO	-5%	9%	-8%	-8%	-2%	8%	23%	-11%	9%
CCOc1cc(C(=O)Nc2nnc(CC)s2)ccc1OCC(=O)N1CCOCC1	6%	-6%	6%	1%	2%	?	26%	1%	18%
O=C1OCC2=C1C(c1ccc(Cl)cc1)c1cc3c(cc1O2)OCO3 (stereo not given)	i	nt	3%	24%	nt	nt	43%[activator]	-1%	0%
CC(OC(=O)CC1CC2CCC1C2)C(=O)Nc1ccc(N2CCOCC2)cc1 (stereo not given)	3%	5%	13%	6%	-6%	-20%	27%	-19%	9%
O=C(NCCCN1CCOCC1)c1cccc(S(=O)(=O)Nc2ccccc2Cl)c1	-1%	-2%	5%	3%	4%	nt	21%	-1%	-23%
Cc1ccc(C(=O)N2CCN(c3ccccc3O)CC2)cc1S(=O)(=O)N1CCCCC1	-3%	-33%	21%	-3%	nt	?	16%	-19%	-3%
O=C(O)CSC(C(=O)Nc1ccc(Br)cc1)c1ccc(Cl)cc1 (stereo not given)	-12%	-32%	1%	-1%	0%	-115%	30%	-6%	58%[activator]
O=C(c1ccc(F)cc1)C1CCN(C(=O)c2ccncc2)CC1	-12%	-8%	3%	-5%	-1%	?	15%	-3%	-6%[58.9 µM]
CCOc1ccccc1CNC(=O)CSc1n[nH]c(-c2ccccc2Cl)n1	-3%	1%	-5%	-1%	-3%	-19%[59 µM]	16%[57 µM]	-18%	-17%
O=S(=O)(NCc1ccc2c(c1)OCO2)c1ccc2c(c1)oc1ccccc12	-4%	-5%	-5%	10%	-11%	4%[12.7 µM]	24%	-13%	1%
CC1CCN(C(=O)COC(=O)CNC(=O)C23CC4CC(CC(C4)C2)C3)CC1	i	-5%	-4%	-5%	nt	12%[0.501 µM]	36%[activator]	-6%	12%
C[C@H](CO)N1C[C@H](C)[C@@H](CN(C)C(=O)Nc2ccccc2)Oc2ccc(NC(=O)CCN3CCOCC3)cc2C1=O	10%	nt	1%	2%	nt	nt	45%[activator]	-11%	9%
O=C(CNC(=O)c1ccc(F)cc1)N/N=C/c1cc(Br)ccc1OCc1ccccc1	nt	4%	0%	19%	-4%	18%[59 µM]	26%	-30%	0%
CCOc1ccc2ccccc2c1C(=O)Nc1cc(=O)n(C)c(=O)n1C	-6%	-5%	-12%	-4%	1%	26%[59 µM]	20%	-26%	-3%
CN(C(=O)c1c[nH]c(=O)cc1C(F)(F)F)c1ccc(Cl)c(Cl)c1	0%	-1%	8%	1%	-7%	4%[59 µM]	0%	-6%	4%
COc1cccc(-c2sc3ccc(OC)cc3c2C#CCCO)c1	i	1%	4%	1%	nt	5%[0.501 µM]	69%[activator]	0%	-13%
COc1ccc(N(CC(=O)Nc2ccc(C)c(F)c2)S(=O)(=O)c2c(C)noc2C)cc1	5%	-2%	-9%	?	-4%	62%[activator]	46%[activator]	-2%	23%
CCC(=O)N1CCN(c2ccc(NC(=O)COc3ccc(CC)cc3)cc2)CC1	-9%	-5%	-7%	5%	-4%	5%	41%[activator]	-10%	52%[activator]
CC1(c2nnc(Cc3ccccc3)o2)CC(c2ccncc2)=NO1 (stereo not given)	6%	nt	0%	-1%	nt	nt	43%[activator]	-3%	2%
CCN(CC)S(=O)(=O)c1ccc(C(=O)NCc2nnc(SCC(=O)OC)n2C)cc1	-1%	7%	2%	-2%	-1%	5%	23%	-1%	-9%
CCCOC(=O)c1c(-c2ccccc2)nc(CC)c(C(=O)SCC)c1CCC	-1%	64%[activator]	-18%	7%	nt	42%[activator][59 µM]	165%[activator]	77%[activator]	?
COc1ccc(C(=O)Nc2ccc(NC(C)=O)cc2)cc1S(=O)(=O)N1CCCCC1C (stereo not given)	-5%	-2%	3%	3%	nt	8%[12.7 µM]	25%	-6%	-8%
COc1ccccc1CNC(=O)CCC1N=C2c3ccccc3N=C(SCc3ccc(C)cc3)N2C1=O (stereo not given)	0%	-13%	9%	21%	0%	-22%[59 µM]	47%[activator]	-17%	0%
O=C(NC(CO)c1ccccc1)c1ccco1 (stereo not given)	-1%	0%	3%	1%	3%	1%	-10%	-15%[57.1 µM]	12%
CCOc1cc(NC(=S)Nc2ccccc2)c(OCC)cc1NC(=O)c1ccccc1	-3%	?	-9%	-3%	-12%	0%	-30%	?	8%

Entries of single compounds, looked up by structure:
`CN(C(=O)c1c[nH]c(=O)cc1C(F)(F)F)c1ccc(Cl)c(Cl)c1` is listed as PGK inhibitor = 0%; BAZ2B inh = -1%; GLS inh = 8%; Pin1 inh = 1%; BLM helicase inh = -7%; G9a block = 4%[59 µM]; HP1b binding inh = 0%; JMJD2A Tudor inh = -6%; Pol iota inh = 4%
`CCOc1cc(C(=O)Nc2nnc(CC)s2)ccc1OCC(=O)N1CCOCC1` is listed as PGK inhibitor = 6%; BAZ2B inh = -6%; GLS inh = 6%; Pin1 inh = 1%; BLM helicase inh = 2%; G9a block = ?; HP1b binding inh = 26%; JMJD2A Tudor inh = 1%; Pol iota inh = 18%

Screens (PubChem)
